TAG inh = reduces triacylglycerol accumulation in H9c2 cells. 230,000 tested, 0.66% active. AID 651582. Nile Red lipid (TAG) fluorescence; cells loaded with 200 µM oleic acid. inhibition, % at 12.5 µM;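 active = pattern-corrected inhibition of lipid staining of at least 50% with the nuclear-stain viability signal not falling by more than 50%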;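 also: 0% = DMSO wells and 100% = triacsin C control wells; some results filed as inactive read as strong as hits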
TAG inh DAPI viability = second read-out of TAG inh, no call of its own (marks repeat the call); DAPI nuclei signal change (viability), lower = more cytotoxic, %;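 whole-well DAPI fluorescence read on a plate reader as a viability signal; minus 50 percent equals half of cells still viable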
The depositor's hits bear a star. This is a subset (hit frequency here may not be typical).

SMILES	TAG inh	TAG inh DAPI viability
CCOCCCNC(=S)N1CCC(NC(=O)c2ccco2)CC1	6	-4
Cn1nc(-c2ccc(Cl)cc2)c2cc(C(=O)N3CCCC3)sc21	17	4
O=C(Cn1cnc2scc(-c3ccc(F)cc3)c2c1=O)NCC(c1ccco1)N1CCCC1 (stereo unspecified)	15	-2
COCCN(C(=O)/C=C/c1ccccc1)c1nnc(-c2cccnc2)s1	4	-2
CCOC(=O)c1ccccc1NC(=O)COC(=O)CCC(=O)c1ccc(C)cc1	-3	-2
O=C(NC1CCS(=O)(=O)C1)C1CCCC1 (stereo unspecified)	-14	-3
CCOc1ccc(CCNC(=O)c2ccccc2OCc2c(C)noc2C)cc1OCC	26	-1
O=C(O)c1ccc(CSc2nc3ccccc3c(=O)n2-c2ccccc2)cc1	1	-8
CCN(C(=O)/C=C/c1ccc(OC)cc1)C1CCS(=O)(=O)C1 (stereo unspecified)	0	-2
CC(NC(=O)c1ccccc1SCC(=O)N1CCCC1)c1ccccc1 (stereo unspecified)	0	1
COc1ccc(Cc2nnc(SC)[nH]c2=O)cc1OC	-14	-2
C/C(=N\NC(=O)C1CC1)c1ccc2c(c1)OCCO2	-20	4
CC(C(=O)Nc1sccc1C(N)=O)N1C(=O)C2CC=CCC2C1=O (stereo unspecified)	8	-6
Cc1nc(-c2ccccc2)sc1C(=O)/C=C/N(C)C	14	-10
Cc1nc(OCc2ccccc2)c2ccccc2n1	-10	-11
Nc1nnc(COc2cccc(C(F)(F)F)c2)s1	6	-11
COC(=O)CCC(=O)c1oc2ccc(Cl)cc2c1NC(=O)CCCN1C(=O)c2ccccc2C1=O	4	-3
COc1ccc(OC)c(S(=O)(=O)Nc2ccc3oc4c(c3c2)C(=O)CCC4)c1	-18	5
CCOc1ccc(C(C#N)N2CCOCC2)cc1OC (stereo unspecified)	-1	6
CCOc1ccc(C(=O)COC(=O)C2CCN(c3ccc(C(F)(F)F)cn3)CC2)cc1	-17	3
COc1ccc2cc(C(=O)N3CCOCC3)sc(=O)c2c1OC	-23	16
O=C(O)c1cccnc1C(=O)N1CCc2c([nH]c3ccccc23)C1C(F)(F)F (stereo unspecified)	-7	-11
Cc1cccc(NC(=O)c2ccc(NS(=O)(=O)c3c(C)noc3C)cc2)c1	6	11
Cc1cccc(Nc2nc(-c3ccccc3)cs2)n1	10	-2
CC(C(=O)NCCCn1ccnc1)(c1ccccc1)c1ccccc1	9	-3

Entries of single compounds, looked up by structure:
CCOc1ccc(CCNC(=O)c2ccccc2OCc2c(C)noc2C)cc1OCC in the list: TAG inh = 26; TAG inh DAPI viability = -1
COc1ccc2cc(C(=O)N3CCOCC3)sc(=O)c2c1OC in the list: TAG inh = -23; TAG inh DAPI viability = 16

Next records follow:
SMILES	TAG inh	TAG inh DAPI viability
CCO[C@H]1OC(C(=O)NCc2ccccc2)=C[C@@H](c2ccc(Br)cc2)[C@@H]1CCCO	-28	-1
Cc1cc(C)c(NC(=O)CS(=O)CC(=O)Nc2ccc(F)cc2F)c(C)c1 (stereo unspecified)	1	-5
O=C(CC1CCCCC1)OCn1nnc2ccccc2c1=O	2	-10
O=C(CCC1CCCC1)Nc1cc(C(F)(F)F)ccc1N1CCOCC1	-5	3
CCN(CCc1ccccc1)c1ccc2c(c1)C1CC2CCN1Cc1ccccc1 (stereo unspecified)	2	9
COc1ccc(-n2c(C)n[nH]c2=O)cc1OC	-3	2
CCCN1CCC(=O)N(CCO)CC1	-33	4
COc1cc(/C=N/NC(=O)CCc2c(C)n[nH]c2C)cc(OC)c1OC	0	-3
O=c1cc(-c2ccccc2)nc2c(-c3ccccc3)c(C(F)(F)F)[nH]n12	1	14
CNC(=O)c1[nH]cnc1C(=O)Nc1ccccn1	-2	2
COc1cc(C(=O)Nc2nnc(CC(C)C)s2)c([N+](=O)[O-])cc1OC	11	-3
Cc1ccccc1NC(=O)CCC(=O)N/N=C/c1cccnc1	-8	-8
CC1=C(C(=O)OC(C)C)C(c2cccs2)NC(=O)N1 (stereo unspecified)	-5	5
CCCCN1C(=O)C(CC(=O)NCC2CCCCC2)CC(C(=O)N(C(C)C)C(C)C)=C1C (stereo unspecified)	21	-20
O=C(CNS(=O)(=O)c1ccc2ccccc2c1)OCc1csc(-c2ccccc2)n1	-4	7
Cn1cccc1C(=O)N1CCN(S(=O)(=O)c2ccccc2)CC1	-11	5
C/C(=N\OCC(=O)OCC(=O)N(C)c1ccccc1)c1ccc2c(c1)OCO2	4	-2
CCOC(=O)C(=CNc1ccc(N2CCOCC2)cc1)C(=O)OCC	-3	2
COC(=O)c1cnc2ccccc2n1	-11	1
O=C(CSC1=NS(=O)(=O)c2ccccc2N1)Nc1nccs1	-4	1
CCOc1ccccc1Oc1coc2cc(O)ccc2c1=O	-1	3
O=C(NCc1csc2ccc(Cl)cc12)Nc1ccccc1	-5	-5
COc1ccc(-c2nnc(NC(=O)c3ccccc3[N+](=O)[O-])s2)c(OC)c1	-13	-6
C[C@H]1CN([C@@H](C)CO)S(=O)(=O)c2ccc(-c3ccccc3)cc2O[C@H]1CN(C)C(=O)C1CCC1	8	-17
NS(=O)(=O)c1ccc(N/N=C/c2ccc(O)c(O)c2O)c([N+](=O)[O-])c1	10	-7

Next section
SMILES	TAG inh	TAG inh DAPI viability
COC(C(=O)Nc1ccnn1C1CCN(Cc2ccc(C)o2)CC1)c1ccccc1 (stereo unspecified)	-7	-4
Cc1cc(C)n2nc(C)c(Br)c2n1	10	-4
CCSc1nnc2n1C(C)(C)Cc1ccccc1-2	-17	3
FC(F)(F)Oc1ccc(-c2cn3cccnc3n2)cc1	1	26
COc1ccc(C(=O)NCCC2=CCCCC2)cc1OC	-12	0
CCNC(=S)N1CCC(C(N)=O)CC1	-12	11
COc1ccc(NC(=O)[C@H](C)NC(N)=O)cc1S(=O)(=O)Nc1cc(C)ccc1Br	0	0
CC(C)(C)CN1CCNC(=O)C1CC(=O)NC1Cc2ccccc2C1 (stereo unspecified)	-1	22
O=C(CSc1n[nH]c(=O)n1C1CC1)Nc1ccc(Cl)c(Cl)c1	3	3
COC(=O)C1=C/C=C\CN(C(c2ccccc2)c2ccccc2)/C=C\1C(=O)OC	-16	-1
O=S(=O)(c1ccc(NCc2ccccc2)cc1)N1CCOCC1	-30	-3
O=c1cc(N2CCCCC2)c(-c2ccccc2)nn1Cc1c(Cl)cccc1Cl	10	-9
CCOc1cc(O)c(-c2[nH]ncc2-c2nc(C)cs2)cc1CC	-12	2
N=C1C(c2nc3ccccc3s2)=C(O)CN1Cc1ccccc1	-20	-5
O=C(NC1CCCCC1)N1CCN(c2ccccc2Cl)CC1	6	-6
NC(=O)c1ccc(NC(=O)COC(=O)c2cc3c(s2)CCC3)cc1	1	-5
COc1ccccc1NC(=S)NCc1ccc(F)cc1	-19	13
CCOC(=O)N/N=C\c1ccc([N+](=O)[O-])s1	17	-9
CC/C(=N\Nc1ccc([N+](=O)[O-])cc1)c1ccccc1	12	2
CCC(C(=O)NC(C)CCc1ccccc1)n1nc(C)n2c(cc3occc32)c1=O (stereo unspecified)	-28	0
C=CCn1c2ccccc2c2nnc(SCC(=O)Nc3cc(C)on3)nc21	-5	8
CCCN1C(C)C(C(=O)OCC)=CN(Cc2cccc(I)c2)S1(=O)=O (stereo unspecified)	-14	-7
CCCCN1Cc2c(nc3cc(-c4ccccc4)[nH]n3c2=O)C1=O	5	12
Cc1ccc(NC(=O)COc2ccccc2)cc1S(=O)(=O)N1CCCCCC1	-24	-3
COc1ccc(Cl)cc1C(=O)NNC(=O)c1ccc(F)c(S(=O)(=O)N2CCOCC2)c1	-1	10

Ordered by formula weight (low to high): some entries from above.
SMILES	TAG inh	TAG inh DAPI viability
CCSc1nnc2n1C(C)(C)Cc1ccccc1-2	-17	3
COc1ccc(C(=O)NCCC2=CCCCC2)cc1OC	-12	0
O=C(NC1CCCCC1)N1CCN(c2ccccc2Cl)CC1	6	-6
CCOc1cc(O)c(-c2[nH]ncc2-c2nc(C)cs2)cc1CC	-12	2
COC(C(=O)Nc1ccnn1C1CCN(Cc2ccc(C)o2)CC1)c1ccccc1 (stereo unspecified)	-7	-4
O=c1cc(N2CCCCC2)c(-c2ccccc2)nn1Cc1c(Cl)cccc1Cl	10	-9
COc1ccc(Cl)cc1C(=O)NNC(=O)c1ccc(F)c(S(=O)(=O)N2CCOCC2)c1	-1	10

Next part.
SMILES	TAG inh	TAG inh DAPI viability
C=CCSc1nc2c(c(=N)n1CC=C)C1CCCC1S2 (stereo unspecified)	-18	17
CCN(C(=O)COC(=O)c1ccc(Cl)c(S(=O)(=O)N2CCCCC2)c1)C1CCS(=O)(=O)C1 (stereo unspecified)	-13	1
Cc1ccc(OCC(=O)Nc2ccon2)c([N+](=O)[O-])c1	-20	0
COc1cc(C(C)=O)ccc1OCC(O)Cn1nc(C)c(Br)c1C (stereo unspecified)	9	3
O=C(NCc1cc(Cl)cc(Cl)c1)c1ccc2sc([C@@H]3O[C@H](CO)[C@H](O)[C@H](O)[C@H]3O)nc2c1	4	-4
C[C@H](NS(=O)(=O)c1ccc2c(c1)OCCCO2)C(=O)N1CCN(Cc2ccc(C#N)cc2)CC1	2	-9
COC(=O)[C@H](CCSC)NC(=O)Nc1ccc(OC)c(Cl)c1	-9	1
S=C(NCCc1cnc[nH]1)NC1CCCC1	10	4
CCCC(C)(C)C(=O)N1CCC1(C)C(=O)NS(=O)(=O)c1ccc(Br)cc1 (stereo unspecified)	-4	-1
COc1ccc(NC(=O)CN(C)CC(=O)NC(=O)NC2CCCCC2)cc1	-5	-4
CC1CN(C(=O)Cn2cc(SCC(=O)N3CCOCC3)c3ccccc32)CC(C)O1 (stereo unspecified)	21	-4
COc1cc(C2CC(=O)Oc3cc(C)c(Br)c(C)c32)cc(OC)c1OC (stereo unspecified)	-4	-1
Cn1c(=O)c2c(nc(NC3CCCCC3)n2Cc2ccccc2)n(C)c1=O	10	3
O=C1CC(C2CCCO2)C(=O)N1Cc1ccccc1 (stereo unspecified)	3	-14
Cc1ccc(COC(=O)NCc2cccnc2)cc1	11	-11
O=C(c1cccc(Cl)c1)N1CCC2CC1c1cc(N3CCOCC3)ccc12 (stereo unspecified)	-2	-1
O=C(CSc1ccccn1)NC1CCCc2c1cnn2-c1ccccc1F (stereo unspecified)	4	-5
O=C(CCCN1CCC(C(=O)c2ccc(F)cc2)CC1)c1ccc(F)cc1	-19	20
CC(C)c1ccccc1NC(=S)N(C)C	-46	2
O=C(COC(=O)c1ccc([N+](=O)[O-])cc1Cl)NC(=O)c1ccccc1	1	-2
CC[C@H]1OC(=O)[C@H](C)[C@@H](O[C@H]2C[C@@](C)(OC)[C@@H](O)[C@H](C)O2)[C@H](C)[C@@H](O[C@@H]2O[C@H](C)C[C@H](N(C)C)[C@H]2O)[C@](C)(O)C[C@@H](C)[C@@H]2N[C@@H](COCCOC)O[C@H]([C@H]2C)[C@]1(C)O	9	-16
COc1ccc(NC(=O)[C@@H]2CC=C[C@@H]3CCN(Cc4ccccc4)C(=O)[C@@H]32)cc1	-30	2
Cn1c(CCC(=O)OCC(=O)NCc2ccc3c(c2)OCO3)nc(=O)c2ccccc21	15	-7
COCCOc1cc(NC(=O)CS(=O)CC(=O)N(C)C)c(Cl)cc1Cl (stereo unspecified)	-3	-5
Cc1ccc(/C=C/C(=O)OCC(=O)NCc2ccc(Cl)cc2)o1	-12	-7

Next entries:
SMILES	TAG inh	TAG inh DAPI viability
Cc1ccc(C)c(NC(=O)CSc2nc(=O)n(CCN3CCOCC3)c3c2CCCC3)c1	21	-4
CCCCNC(=S)N(CCCN(C)C)Cc1cc2cc3c(cc2[nH]c1=O)OCO3	7	14
COc1ccc(S(=O)(=O)Nc2ccccc2C)cc1C(=O)N1CCOCC1	6	2
O=C(COc1ncnc2ccccc12)Nc1ccccc1[N+](=O)[O-]	-3	4
O=C(CCc1nc(-c2ccccc2F)no1)NC1CCCCCC1	21	-1
CC(C)Cn1c(SCC(=O)Nc2ncccn2)nc2ccccc21	6	11
Cc1csc2nc(CCNS(=O)(=O)c3ccc4c(c3)OCCO4)cn12	-10	-6
COc1ccccc1C(=O)COC(=O)COc1cccc2c1OC(C)(C)C2	-7	0
COc1ccc(C(=O)NCCCCc2ccccc2)cc1	-9	2
COc1ccc(C(=O)C2CCCN(C(=O)c3cc4nc(C)cc(C)n4n3)C2)cc1F (stereo unspecified)	-10	10
O=C(NNC(=O)C1CC=CCC1)c1cccc(Br)c1 (stereo unspecified)	4	-1
Cc1ccc2cc(CCNC(=O)c3c(-c4ccccc4Cl)noc3C)c(=O)[nH]c2c1	-10	0
Cc1nc(NC(=O)c2cccnc2)ccc1Br	-5	-5
CC(=O)Nc1ccc(OS(=O)(=O)c2cc(Cl)ccc2C)cc1	3	16
CCS(=O)(=O)NCCc1cc2c(OC)ccc(OC)c2[nH]c1=O	5	8
COc1ccc(S(=O)(=O)NCC2CCCN(C(=O)CCC(F)(F)F)C2)cc1 (stereo unspecified)	29	-32
COc1ccccc1N(CC(=O)N1CCN(Cc2ccccc2)CC1)S(=O)(=O)c1ccccc1	-38	17
Cc1ccc(NC(=S)N2CCN(c3ccccc3F)CC2)c(C)c1	1	2
CCc1nc2c(C#N)c(-c3ccc(Cl)cc3)ccn2n1	4	-13
Cc1nnc(NC(=O)CC(C)c2ccccc2)s1 (stereo unspecified)	8	-5

In a second layout: entries from further up.
| Molecule | TAG inh | TAG inh DAPI viability |
| --- | --- | --- |
| CCc1nc2c(C#N)c(-c3ccc(Cl)cc3)ccn2n1 | 4 | -13 |
| Cc1ccc2cc(CCNC(=O)c3c(-c4ccccc4Cl)noc3C)c(=O)[nH]c2c1 | -10 | 0 |
| Cc1nnc(NC(=O)CC(C)c2ccccc2)s1 (stereo unspecified) | 8 | -5 |
| Cc1csc2nc(CCNS(=O)(=O)c3ccc4c(c3)OCCO4)cn12 | -10 | -6 |
| O=C(NNC(=O)C1CC=CCC1)c1cccc(Br)c1 (stereo unspecified) | 4 | -1 |
| COc1ccc(C(=O)NCCCCc2ccccc2)cc1 | -9 | 2 |

Screens from PubChem.
